# Source: PubChem BioAssay (National Center for Advancing Translational Sciences (NCATS))
# GLP1R ag = qHTS of GLP-1 Receptor Agonists | HEK293 GLP-1R CRE-luciferase, luminescence, 4-6 h; cells express a hypersensitive GLP-1R form | Potency, µM (highest dose often 45.6 µM), inactives show at the highest dose activation, usual class: activators | 380,000 compounds, 0.007% hits | AID 624172, 2012; further: potency means the concentration at half of the fitted maximal effect; % of control where 0% means no effect
# GLP-1R inv ag = qHTS of GLP-1 Receptor Inverse Agonists (Inhibition Mode) | Glucagon-like peptide 1 receptor (Homo sapiens), P43220 | HEK293 GLP-1R CRE-luciferase, luminescence, 24 h; GLP-1R form is constitutively active | Potency, µM (top dose mostly 38.3 µM), without a hit: top-dose activity change, negative = inhibition, hits mostly inhibitors | 410,000 compounds, 1.6% hits; further: potency means the concentration at half of the fitted maximal effect; on the % scale 0 is the no-effect control and ±100 the full control effect; nearly all actives have a fitted effect of over 55% in size
#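 GLP-1R inverse agonism mode: basal reporter luminescence in engineered HEK293 cells measured after one day of compound exposure at 37 deg C, with a 12 min room-temperature detection step.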
# EPAC1 agonist = qHTS for Agonist of cAMP-regulated guanine nucleotide exchange factor 3 (EPAC1): primary screen; 360,000 compounds, 0.073% hits; EPAC1 agonist qHTS, biochemical assay; response scale: 100% = response to 6.5 mM cAMP; AID 720707, 2013; Potency, µM (top dose mostly 154 µM), for inactives: at the highest dose activation, hits mostly activators; further: potency means the concentration at half of the fitted maximal effect; nearly all actives have a fitted effect of over 60% in size
#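 EPAC1 100 nM, Rap1B–BODIPY-GDP 250 nM, unlabeled GDP 50 uM; compound titration; 5 min RT; kinetic read ex480/em540 at 5-min intervals ×30 min; data normalized to 6.5 mM cAMP agonist control.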
# IL-2 act = qHTS of IL-2 Activators; IL-2 activation reporter assay, cell-based qHTS; stimulated with anti-CD3/CD4/CD28 beads; in transgenic mouse T cells; activation, % (series mostly up to about 46 µM); 360,000 compounds, 0.065% hits; AID 652025, 2013; in the data active means activation above about 50%; inconclusive means mostly about 30% to 49%; further: 0% is about no effect
#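 First, unstimulated transgenic mouse T cells were exposed to compound for 60 min. Next, anti-CD3/anti-CD4-coated beads with anti-CD28 were added. Finally, after 18 h at 37 degrees C, EGFP and DsRed were imaged.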
# PI5P4Ka inh = qHTS for Inhibitors of phosphatidylinositol 5-phosphate 4-kinase (PI5P4K); PI5P4Kalpha enzyme, ADP-Glo luminescence, 60 min; stronger effect = lower value; max response, %; 330,000 compounds, 1.2% hits; AID 652105, 2013; active means max response of -50% or lower; inconclusive means between -30% and -50%; inactive means -30% or higher; further: value at the top dose of about 77 µM; on the % scale 0 is the no-effect control and ±100 the full control effect
# Target sequence (P48426 whole entry, looked up): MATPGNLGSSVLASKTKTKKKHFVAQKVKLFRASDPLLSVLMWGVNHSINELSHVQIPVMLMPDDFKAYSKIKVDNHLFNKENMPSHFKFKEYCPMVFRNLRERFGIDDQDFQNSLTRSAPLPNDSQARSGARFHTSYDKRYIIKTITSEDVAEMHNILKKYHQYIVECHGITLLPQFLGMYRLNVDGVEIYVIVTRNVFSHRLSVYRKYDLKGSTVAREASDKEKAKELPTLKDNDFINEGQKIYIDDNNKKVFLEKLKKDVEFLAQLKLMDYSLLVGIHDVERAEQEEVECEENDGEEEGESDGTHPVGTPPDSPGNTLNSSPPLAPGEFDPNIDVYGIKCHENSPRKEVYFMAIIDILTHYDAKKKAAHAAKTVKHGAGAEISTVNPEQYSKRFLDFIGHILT
#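 PI5P4Kalpha ADP-Glo assay; 5 microM ATP final; 60 min RT reaction; HEPES pH 7.4/EGTA/CHAPS, 5% DMSO; controls lacking substrate or enzyme; luminescent end-point.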
# PTHR1 agonist = qHTS for PTHR1 Agonists: Primary Screen; HEK293 GP2 PTHR1 cells, GloSensor cAMP luminescence, 1 h; Parathyroid hormone/parathyroid hormone-related peptide receptor (Homo sapiens), Q03431; AID 743266, 2014; Potency, µM (doses to about 115 µM), inactives show at the top dose activation, most hits filed as activators; 410,000 compounds, 0.075% hits; further: potency means the concentration at half of the fitted maximal effect; nearly all actives have a fitted effect of over 55% in size; some results filed as inactive show a strong effect at the top dose; inactives centre near -15; many of its hits are not listed in these tables
# Target sequence (Q03431 whole entry, looked up): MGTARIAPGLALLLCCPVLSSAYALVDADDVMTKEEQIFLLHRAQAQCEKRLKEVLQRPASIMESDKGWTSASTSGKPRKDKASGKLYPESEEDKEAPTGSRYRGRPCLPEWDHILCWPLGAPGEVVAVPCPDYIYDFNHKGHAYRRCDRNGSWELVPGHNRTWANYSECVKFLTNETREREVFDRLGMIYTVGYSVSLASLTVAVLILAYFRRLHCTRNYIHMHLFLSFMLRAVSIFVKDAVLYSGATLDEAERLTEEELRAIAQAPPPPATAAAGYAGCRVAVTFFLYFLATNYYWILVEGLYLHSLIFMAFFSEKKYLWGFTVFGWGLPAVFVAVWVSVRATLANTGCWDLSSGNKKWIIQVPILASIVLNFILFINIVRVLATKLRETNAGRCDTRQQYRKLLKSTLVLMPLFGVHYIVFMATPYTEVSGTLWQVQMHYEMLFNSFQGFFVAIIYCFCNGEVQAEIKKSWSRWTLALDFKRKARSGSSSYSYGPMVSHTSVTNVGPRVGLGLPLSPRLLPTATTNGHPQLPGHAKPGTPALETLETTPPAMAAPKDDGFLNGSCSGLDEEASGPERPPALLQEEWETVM
#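 HEK-293-derived GP2 cells expressing PTHR1 and a GloSensor cAMP reporter, 3,000/well, plated overnight, given luciferin plus IBMX (each 0.5 mM as added) for 1 h at 37 °C, then compound for 1 h at 37 °C. Luminescence was read after 15 min at room temperature.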
# HEK293 tox = qHTS of GLP-1 Receptor Inverse Agonists: Cytotox Screen | HEK293 cAMP-luciferase reporter cells, luminescence, 24 h | Potency, µM (titrated, usually from 38.3 µM), for inactives: top-dose activity change, negative = inhibition, actives largely listed as inhibitors | AID 624418, 2012 | 410,000 compounds, 0.13% hits;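 further: loss of luciferase light is scored as toxicity; potency means the concentration at half of the fitted maximal effect; on the % scale 0 is the no-effect control and ±100 the full control effect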
#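 Here, cytotoxicity is scored as loss of luminescence. The MLSMR collection was tested on cells seeded in medium containing 10% Nu serum, with a 24 hr compound exposure preceded by 12 hours of culture.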
# PLK1 PBD block = qHTS for Inhibitors of PLK1-PDB (polo-like kinase 1 - polo-box domain): Primary Screen; Potency, µM, inactives show max response, negative = inhibition, most hits filed as inhibitors; Serine/threonine-protein kinase PLK1 (Homo sapiens), P53350; 360,000 compounds, 2.8% hits; Plk1 PBD binding of FITC phosphopeptide, fluorescence polarization; further: potency means the concentration at half of the fitted maximal effect; series mostly up to about 57 µM; on the % scale 0 is the no-effect control and ±100 the full control effect; nearly all actives have a fitted effect of over 65% in size
# EPAC1 antag = qHTS for Antagonist of cAMP-regulated guanine nucleotide exchange factor 3 (EPAC1): primary screen | EPAC1 GEF assay, Rap1b-BODIPY-GDP exchange fluorescence | Rap guanine nucleotide exchange factor 3 (Homo sapiens), O95398 | Potency, µM (highest dose often 115 µM), inactives show at the highest dose activity change, negative = inhibition, actives largely listed as inhibitors | AID 720709, 2013 | 360,000 compounds, 0.14% hits;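 further: potency means the concentration at half of the fitted maximal effect; plate controls were vehicle for no effect and positive control for full effect; nearly all actives have a fitted effect of over 50% in size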
# The depositor's hits bear a star; i = inactive; ? = inconclusive; . = no result given; [ ] = another dose, or the depositor's remark. Unless noted, the call rests on the fitted dose curve; in most records, active means well fitted curve in the direction sought with a large enough effect; inconclusive means small, poorly fitted or top-dose-only effect, or another doubt; inactive means no such curve, though single readings can be large; an effect the other way counts as inactive or inconclusive. Some of the compounds tested; the hit share may differ from the screen's.
structure | GLP1R ag | GLP-1R inv ag | EPAC1 agonist | IL-2 act | PI5P4Ka inh | PTHR1 agonist | HEK293 tox | PLK1 PBD block | EPAC1 antag
CCOC(=O)c1c(S(=O)(=O)N(C)Cc2ccccc2)c(C)n(C)c1C | 12% | -20% | -4% | -1.4 | 4 | i | 0% | -2% | 10%
CCCNC(=O)N1CCC(C(=O)c2ccc(Cl)cc2)CC1 | 3% | 118%[activator] | 2% | -0.7 | . | -13% | 8% | 0% | 4%
CCn1cc(CCCC(=O)NCc2ccc(OC)cc2)c2ccccc21 | 14% | ? | 10% | -1.4 | 10 | -12% | 4% | 3% | 4%
CCCN(Cc1cc(=O)[nH]c2ccccc12)C(=O)CC | -4% | 21% | -15% | -0.1 | -6 | -11% | -4% | -1% | -6%
COc1cccc(C(=O)C2CCCN(Cc3ccc(OC)c(Cn4cncn4)c3)C2)c1 (stereo not given) | 11% | ? | -4% | 4.3 | 1 | i | -4% | -5% | 2%
O=C(N/C(=C/c1cccs1)c1nc2ccccc2[nH]1)c1ccccc1 | -3% | 11% | -5% | -2.5 | 0 | -5%[57.5 µM] | -15% | -3% | -11%
CC(=O)Nc1ccc(C(=O)Nc2nc(-c3cc(C)n(Cc4ccccc4)c3C)cs2)cc1 | -1% | -8% | 8% | 0.7 | -3 | i | 6% | ? | 0%
COCCCNC(=S)NNC(=O)c1ccc(C(C)(C)C)cc1 | 1% | -8% | -14% | 0.2 | 2 | -23% | -6% | 7% | 10%
CCCn1nc(C(=O)Nc2ccc3nc(N4CCOCC4)sc3c2)ccc1=O | -3% | -34% | 2% | -1.6 | 0 | -40%[inhibitor] | -23% | -3% | -16%
CC(C)N=C1NN=C(c2ccc(Cl)c(Cl)c2)CS1 | 10% | ? | 7% | 0.1 | -3 | -34%[inhibitor] | ? | -17% | -1%
O=S(=O)([O-])CCC[N+]1(CC#Cc2ccccc2)CCCCC1 | -6% | 15% | 3% | -1.1 | ? | i | 0% | 4.7µM* | 10%
O=C1CN(c2nc3nonc3nc2N2CCCCC2)CCN1 | -2% | -17% | 17% | -0.2 | -2 | i | -9% | 3% | 3%
C/C(=N/OC(=O)c1c(F)cccc1F)c1nccs1 | 2% | 11% | 4% | -4.2 | . | -10%[57.5 µM] | 5% | -1% | 16%
Cc1cc(/C=N/n2cnnc2)c(C)n1-c1ccc2ncccc2c1 | 17% | 2% | 4% | -0.9 | -3 | -17% | 11% | -12% | -6%
CCN(C(=O)c1noc2c1COc1ccc(C)cc1-2)c1cccc(C)c1 | -7% | ? | . | . | . | i | 4% | . | .
Cc1ccc(NC(=O)N(CCC(=O)O)Cc2ccccc2)cc1 | 4% | 6% | -1% | -2.1 | -6 | i | 12% | 0% | -18%
Cc1cccc(Cn2c(C(C)(C)C)cc3cccnc32)c1 | 4% | ? | -6% | -5.1 | -1 | -17% | ? | -2% | -10%
Oc1ccccc1-c1nnc(COc2ccc(Cl)cc2Cl)o1 | -5% | 16% | -1% | 1.5 | -18 | -69%[inhibitor] | 1% | 27µM* | ?
O=C(COC(=O)CNC(=O)c1ccc(Cl)c([N+](=O)[O-])c1)NNC(=O)c1cccs1 | 1% | 8% | -5% | 4.9 | 3 | 22% | -1% | -3% | 12%
CCOC(=O)c1cn(Cc2ccccc2)nn1 | -4% | 7% | -8% | 0.5 | -2 | i | -2%[1.53 µM] | 6% | 6%
CCCCCc1c(C)nc(N2CCc3ccccc3C2)[nH]c1=O | -1% | 8% | 3% | -0.4 | -1 | -21% | -3% | -3% | -1%
CCSc1nnc(C)c2ccccc12 | 14% | 17% | -7% | 0.0 | 7 | i | -11% | -1% | 7%
COc1ccc(OC)c(S(=O)(=O)n2cnc3cc(C)c(C)cc32)c1 | 25% | ? | ? | 2.0 | 14 | i | -25% | -7% | ?
O=C(COC(=O)Cn1cnc2ccccc2c1=O)Nc1cc(Cl)ccc1[N+](=O)[O-] | -8% | 6% | 1% | -1.1 | 1 | -12% | -7% | -3% | -16%
CC(C)(C)c1ccc(S(=O)(=O)NCC(=O)N2CCCC2)cc1 | -8% | 5% | 1% | 0.0 | -10 | -2% | 20% | -10% | -11%
COc1ccc(-c2nnc3n(CCc4ccccc4)c(=O)c4ccccc4n23)cc1OC | -4% | ? | 15% | -0.9 | -8 | -7% | -8% | -7% | 6%
C=CCn1c(Cc2cccs2)nnc1SCC(=O)c1ccc(F)cc1 | -3% | -30% | 0% | -1.4 | -8 | -28% | -24% | -25% | 6%
O=C(Oc1ccc(OC(=O)C2CCC2)cc1)C1CCC1 | 1% | 41%[activator] | -10% | -2.3 | -7 | -7% | 0% | -7% | -3%
O=C(CCCCl)NC(=S)Nc1ccc(N2CCOCC2)cc1 | -1% | 3% | 4% | 0.3 | 0 | i | -2% | -4% | 6%
COC(=O)c1cnc(Nc2nc(CN)cs2)nc1C(F)(F)F | 7% | 34%[activator] | 3% | 0.2 | 3 | i | 4% | -3% | -10%
CC(=O)Nc1cccc(NC(=O)CCn2c(=O)sc3ccccc32)c1 | 2% | 3% | -5% | -1.4 | 0 | -7%[57.5 µM] | -4% | 0% | 10%
O=C(CCc1ccccc1)NCc1cccnc1 | -6% | 7% | 0% | 3.0 | -1 | i | -2% | -10% | -5%
CCCCN(CC)C(=O)Cn1cnc2ccc(S(=O)(=O)N3CCC(C)CC3)cc2c1=O | 0% | 11% | -5% | 1.9 | 6 | i | 1% | -5% | -23%
CCOC(=O)c1ccc(N2C(=O)c3n[nH]c(-c4ccco4)c3C2c2ccccc2OC)cc1 (stereo not given) | -5% | ? | . | . | . | -35%[inhibitor] | ? | . | .
CCCOc1ccc(N2C(=O)CC(NCCNc3ccc(S(=O)(=O)CC)cc3)C2=O)cc1 (stereo not given) | 1% | 0% | -1% | -0.8 | -6 | -61%[inhibitor][57.5 µM] | -9% | -3% | 4%
COc1ccc2oc(C(=O)OCC(=O)N3CCCCC3)c(C)c2c1 | 9% | -24% | 0% | -1.4 | 13 | i | 2% | -7% | -20%
O=C(CCCN1CCN(c2ccccc2)CC1)c1ccc(F)cc1 | -3% | 13% | -9% | -3.6 | 6 | -23% | -10% | 2% | 3%
O=C(O)c1ccccc1NC(=O)c1cc2ccccc2oc1=O | -1% | -13% | -3% | -0.9 | ? | -31%[inhibitor] | -12% | -24% | 2%
COc1ccccc1NS(=O)(=O)c1cc(NC(=O)C(C)C)ccc1N1CCCCC1 | 4% | ? | 8% | -3.2 | -4 | -23% | 2% | 12µM* | -5%
CCn1c(NCc2cc(Br)ccc2NS(=O)(=O)c2ccc(C)cc2)nc2ccccc21 | -32%[inhibitor] | 11µM* | 2% | -3.8 | 8 | -29% | -30% | -2% | -5%
NC(=O)c1ccc(NC(=O)COC(=O)c2cc([N+](=O)[O-])ccc2N2CCOCC2)cc1 | 11% | 39%[activator] | -3% | 0.4 | -6 | -30% | -27% | -10% | -7%
CC(C)NC(=O)CN(Cc1ccc(F)cc1)C(=O)CCC(=O)Nc1nccs1 | 8% | 4% | -4% | -0.1 | 5 | i | -7% | -6% | -1%
NNc1nc(-c2ccccc2)nc2sc3c(c12)CCCC3 | 4% | -13% | 9% | -0.4 | 3 | -20% | 4% | 0% | -23%
CCCC(O)(c1ccc(CC)cc1)C(CN1CCOCC1)c1ccccc1 (stereo not given) | 1% | ? | -7% | -6.0 | 4 | -12% | -29% | 5% | -16%
CN1OC[C@@H]2CN(S(=O)(=O)c3cccc(C(F)(F)F)c3)[C@H](c3ccc(N4CCCCC4)cc3)C[C@@H]21 | 13% | -6% | -3% | -0.6 | 13 | i | 3% | -22% | 7%
CS(=O)(=O)Nc1ccc(C(=O)NCCc2ccccc2)cc1 | 0% | -19% | 2% | 0.8 | 3 | i | -11% | 0% | 6%
Cc1ncc(C)c2c([N+](=O)[O-])cccc12 | -4% | 37%[activator] | -7% | -3.4 | -11 | -6% | -21% | 5% | -1%
COc1ccc2nc(SCC(=O)Nc3ccc4c(c3)CCC4)[nH]c2c1 | 16% | ? | 5% | -1.1 | 3 | -9% | ? | -1% | -15%
COc1ccccc1C(=O)NCC(=O)N/N=C/c1cccc(Cl)c1 | -3% | 13% | 1% | -1.6 | 0 | i | -5% | -7% | 14%
CCCC(=O)N1CCN(c2ccc(NC(=O)c3ccc([N+](=O)[O-])o3)cc2)CC1 | 2% | 61%[activator] | -2% | -3.1 | 2 | -22% | ? | -20% | -30%
CCOc1ccc(NC(=O)CCN2CCN(c3ccccc3)CC2)cc1 | -4% | -15% | -2% | -1.5 | -4 | -2%[57.5 µM] | -17% | -3% | 15%
O=C1c2ccsc2SCCN1Cc1ccc(Cl)cc1Cl | -3% | ? | 4% | 1.5 | 10 | -56%[inhibitor][57.5 µM] | -6% | 1% | 12%
Fc1ccccc1-c1cc2ncccc2cn1 | 2% | 2% | 2% | -1.3 | 0 | -59%[inhibitor] | -28% | -2% | 9%
CC(=O)NC(=S)Nc1ccc([N+](=O)[O-])cc1C | -5% | 7% | -2% | 0.3 | -11 | -6% | 4% | -6% | 7%
CC(C)[C@H](NC(=O)c1ccccc1F)C(=O)OCC(=O)NC1CC1 | 2% | 29% | -4% | -2.5 | 5 | i | 2% | 11% | 3%
CC1=C(C(=O)Nc2ccccc2C(F)(F)F)C(c2ccc(C)s2)NC(=S)N1 (stereo not given) | 10% | -13% | 5% | -2.7 | 4 | -26% | -12% | -11% | -19%
O=C(N/N=C\c1cccc(Br)c1)c1ccccc1-n1cccc1 | -2% | ? | 12% | -0.7 | 0 | -27% | -15% | -4% | -20%
